Bioassay records deposited in PubChem by several laboratories.
FAS-TE inh: FAS thioesterase domain inhibitors, primary screen, biochemical, fluorescence intensity, uHTS; Fatty acid synthase (Homo sapiens), P49327; recombinant FAS-TE, OMFH fluorogenic substrate, fluorescence endpoint; inhibition, % at 15 µM; 360,000 tested, 0.67% active; AID 602261, 2012;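 active means compounds whose normalised, plate-corrected inhibition of enzyme fluorescence in the single-dose primary screen is 50% or more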;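 further: 0% = DMSO with enzyme and 100% = substrate without enzyme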
MT1-MMP act inh: blockers of MT1-MMP proenzyme processing, primary screen, HT1080 RFP-PRO-GFP cells, GFP/RFP fluorescence; 360,000 tested, 0.061% active; Matrix metalloproteinase-14 (Homo sapiens), P50281; GFP/RFP ratio change, % at 20 µM; GFP/RFP ratio fluorescence, overnight; percent of plate control window, DMSO zero; AID 651647, 2012;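 active means GFP/RFP ratio change of at least 30% with cell ATP level not reduced by more than half and red fluorescence within 50% of control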; further: strong numbers were not always called active
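Assay system: RFP-PRO-GFP reporter HT1080 cells; read-out basis: GFP/RFP fluorescence ratio; benchmarks: DMSO wells and RFP-L50D-GFP cells; doses: 20 µM single dose, 1% DMSO; schedule: overnight cell settling, then overnight compound exposure, 37 °C, 5% CO2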
NRP1-CendR mod: modulators of CendR peptide binding to NRP-1, primary screen, biochemical, fluorescence polarization, uHTS | FAM-RPARPAR peptide binding to NRP-1 | inhibition, % at 25 µM | 360,000 tested, 0.85% active | AID 602438, 2012;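 active means inhibition or corrected inhibition above about 18%, plus a signal ratio from 0.5 to 1.5, limit read from the data, passing the limit was not always enough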; further: strong numbers were not always called active
SKN-1 block: suppressors of acrylamide-induced Pgst-4::GFP reporter in worms, primary screen, SKN-1 inhibitor project, whole organism, uHTS, GFP/RFP fluorescence ratio, strain VP596 | 360,000 tested, 0.49% active | AID 624304, 2012 | inhibition, % at 21.8 µM | C. elegans VP596 Pgst-4::GFP/RFP ratio, 24 h;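 active means interference check ratio from 0.5 to 1.5 plus GFP to RFP signal ratio inhibition reaching or exceeding a fixed threshold, cut at about 30% in these data, passing the limit was not always enough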; further: some compounds called inactive have numbers as strong as hits
E coli Lon inh: inhibitors of E. coli Lon protease, primary screen, biochemical, fluorescence polarization. P0A9M0. purified E. coli Lon protease. inhibition, % at 7.94 µM. 360,000 tested, 0.42% active; in the data active means inhibition above about 13%, passing the limit was not always enough;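 further: 0% = enzyme with probe and DMSO and 100% = no enzyme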
Target sequence (P0A9M0 whole entry, looked up): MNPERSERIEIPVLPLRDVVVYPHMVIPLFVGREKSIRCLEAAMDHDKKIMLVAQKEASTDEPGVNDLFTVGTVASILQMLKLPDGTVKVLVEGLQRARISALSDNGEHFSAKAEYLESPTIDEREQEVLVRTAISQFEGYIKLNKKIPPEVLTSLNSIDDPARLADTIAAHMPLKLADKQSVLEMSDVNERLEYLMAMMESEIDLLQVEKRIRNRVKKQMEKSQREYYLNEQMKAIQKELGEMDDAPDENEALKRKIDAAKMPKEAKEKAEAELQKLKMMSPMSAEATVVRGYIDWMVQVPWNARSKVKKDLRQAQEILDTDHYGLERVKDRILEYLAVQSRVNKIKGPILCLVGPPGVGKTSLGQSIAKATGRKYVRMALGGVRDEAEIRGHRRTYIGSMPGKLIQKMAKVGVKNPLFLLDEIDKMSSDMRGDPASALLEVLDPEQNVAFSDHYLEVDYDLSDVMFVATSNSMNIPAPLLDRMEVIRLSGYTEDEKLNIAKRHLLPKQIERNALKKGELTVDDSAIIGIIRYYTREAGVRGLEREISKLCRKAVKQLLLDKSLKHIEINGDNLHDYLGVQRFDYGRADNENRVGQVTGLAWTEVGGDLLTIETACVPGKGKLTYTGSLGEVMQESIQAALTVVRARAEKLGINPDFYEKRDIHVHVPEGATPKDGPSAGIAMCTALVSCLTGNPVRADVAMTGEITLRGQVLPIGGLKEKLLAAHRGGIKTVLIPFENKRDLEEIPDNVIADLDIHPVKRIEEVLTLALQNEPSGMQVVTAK
MsrA act: bovine MsrA enzyme activators, primary screen, biochemical, absorbance, HTS; 360,000 tested, 0.3% active; AID 602163, 2012; purified bovine MsrA, absorbance read-out; activation, % at 10.6 µM; Methionine sulfoxide reductase A (Bos taurus); in the data active means activation above about 7.5%;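 further: 0% = vehicle and 100% = reference activator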
Neddyl block: inhibitors of cullin neddylation, primary screen, biochemical, TR-FRET, uHTS, NAE and Ubc12; calls only at 25 µM; 360,000 tested, 0.58% active; in the data active means inhibition above about 36%
MsrA inh: bovine MsrA enzyme inhibitors, primary screen, biochemical, absorbance, HTS; Methionine sulfoxide reductase A (Bos taurus); 360,000 tested, 0.75% active; purified bovine MsrA, absorbance read-out; AID 651718, 2012; inhibition, % at 15.5 µM; in the data active means inhibition above about 4.5%;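 further: 0% = vehicle wells with enzyme and 100% = reference inhibitor wells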
Rin1 Abl inh: inhibitors of Rin1-Abl protein binding, primary screen, biochemical, TR-FRET; Tyrosine-protein kinase ABL1 (Homo sapiens) + Ras and Rab interactor 1 (Homo sapiens), …; inhibition, % at 7.35 µM; 360,000 tested, 0.4% active; in the data active means inhibition above about 5%, passing the limit was not always enough
* hit, by the source's call; i = inactive; . = not tested or not shown.

molecule	FAS-TE inh	MT1-MMP act inh	NRP1-CendR mod	SKN-1 block	E coli Lon inh	MsrA act	Neddyl block	MsrA inh	Rin1 Abl inh
CN(CCC#N)C(=O)CSc1ncnc2sc(-c3ccccc3)cc12	1	5	-10	4	-4	-5	i	0.9	-2
COc1ccc(NC(=O)C2CC(=O)NC3=C2C(=O)CC(C)(C)C3)cc1 (stereo not drawn)	-6	5	6	-13	6	-4	i	-0.3	-1
CC1Cc2ccccc2N1CC(=O)Nc1ccc2c(c1)OCO2 (stereo not drawn)	4	1	-7	7	6	-2	i	1.6	-5
CCc1noc(C)c1C(=O)NCCc1ccc(F)cc1	-4	1	0	4	-2	-3	i	-0.4	0
COc1cccc(COc2ccc(N(C)S(=O)(=O)c3ccccc3)cc2)c1	24	0	10	-7	2	-2	i	0.1	1
Cc1noc(C)c1-c1ccc(C(=O)NCc2cccnc2)c2occc12	-4	9	-8	8	-4	-1	i	-0.4	-2
Cc1ccc(NS(=O)(=O)c2cc(C(=O)O)ccc2Cl)cc1	0	-2	-3	-6	-1	-4	i	0.5	-1
COc1cccc(NC(=O)C2CCCN2C(=O)Nc2cccc(F)c2)c1 (stereo not drawn)	-7	6	-3	-10	4	-14	i	1.3	2
CCOc1cc(C(=O)NC(C)COC)cc(OCC)c1OCC (stereo not drawn)	-3	-3	5	5	-8	0	i	-0.1	-1
Cc1cccc(OCC(=O)NNC(=O)c2cc3ccccc3oc2=O)c1	-6	1	-8	5	-3	-5	i	2.6	0
COc1ccc(-c2cnc3c(c2)C(=O)N([C@H](C)CO)C[C@@H](C)[C@@H](CN(C)C(=O)NC2CCCC2)O3)cc1	0	-3	-5	3	-4	0	i	-1.2	2
O=C(NCCNC(=O)c1ccco1)c1ccco1	-5	1	-2	12	-1	-2	i	-0.6	-1
Clc1cccc(Cl)c1Cn1cc(Br)cn1	6	0	-1	-30	3	-8	i	-1.0	1
COC(=O)C(C(=O)Nc1ccccc1C)C1CCCC1 (stereo not drawn)	-8	5	3	-3	15	-2	i	0.0	-3
CCCCN1CCc2c([nH]c3ccccc23)C1=O	-2	-2	-3	14	-4	-3	i	-0.5	-1
O=C(NCC(c1ccco1)N1CCN(c2ccc(F)cc2)CC1)C(=O)NC1CCCC1 (stereo not drawn)	2	7	-3	-7	-10	-3	i	-0.2	2
CN1CCN(c2nc3c(c(=O)n(C)c(=O)n3C)n2Cc2cccc(Br)c2)CC1	-3	-7	7	14	3	-6	i	1.8	4
Nn1c(SCC(=O)NNC(=O)c2ccccc2)nnc1-c1ccccc1F	1	-4	-3	18	1	-3	i	0.1	2
Cc1occc1C(=O)N/N=C/c1cccnc1	-11	-1	-15	14	-5	-1	i	1.3	-1
O=C(Nc1nc2ccc(S(=O)(=O)N3CCCC3)cc2s1)c1ccco1	-6	-4	-6	-4	-6	-5	i	3.6	-3
CC(=O)OC[C@@H]1CN(Cc2ccccc2)C[C@H](n2cnc3c(NCc4ccc(F)cc4)ncnc32)O1	15	1	-9	10	6	-1	i	0.7	-3
Cc1cc(NS(=O)(=O)c2c(C)[nH]c(=O)[nH]c2=O)ccc1Br	-1	5	-8	-4	5	-4	i	-1.8	0
O=c1[nH]c(SCc2cccc(F)c2)nc2ccccc12	-1	2	1	9	-12	0	i	-0.3	1
NC(=O)CC1(CC(=O)O)CCCCC1	-4	-5	1	-8	-8	-3	i	0.8	0
CCOc1cc(/C=N/n2cnnc2)ccc1OS(=O)(=O)c1ccc(C)cc1	4	-1	0	5	3	-6	i	0.4	0
CCc1nc2c(OCCn3cccc3)cccn2c1N(C)C(=O)c1ccc(OC)cc1	-6	-3	6	20	-2	-2	i	-0.6	-1
CC/C(C)=N/NC(=O)c1[nH]c2ccc(C)cc2c1-c1ccccc1	7	-8	-1	0	4	-4	i	1.5	0
COc1ccc(CCNC(=O)c2nnn(-c3ccccc3OC)c2N)cc1OC	-8	1	6	6	-8	-3	i	-0.7	-1
COc1ccc(C)c2sc(=NC(=O)C(C)C)n(C)c12	1	2	-12	-3	-15	-2	i	-0.1	-4
Cc1ccc2nc(/C(C#N)=C\c3ccc(Oc4ccc(C(F)(F)F)cc4[N+](=O)[O-])cc3)[nH]c2c1	0	-9	-10	8	-18	-6	i	-0.3	3
O=C1CCCN2N=C(SCC(=O)Nc3ccc(F)cc3F)SC2=N1	-4	1	4	-4	5	-4	i	0.2	1
CC(C)N(Cc1ccccc1)C(=O)CN1C(=O)NC2(CCCCCC2)C1=O	-3	3	-18	-7	4	-4	i	1.5	2
CCC1CCCCN1S(=O)(=O)c1ccc(C(=O)Nc2nnc(-c3cccs3)o2)cc1 (stereo not drawn)	3	3	-2	10	-3	-7	i	.	-2
O=C(Nc1cccc(F)c1)N1CCN(C(=O)c2ccco2)CC1	-3	-2	8	1	-2	-1	i	-0.4	-4
COC(=O)C1=C(C)NC(=O)NC1c1c(O)ccc2ccccc12 (stereo not drawn)	-2	-2	2	12	-11	-2	i	-1.1	3
CN(CC(=O)N1CCCCC1)S(=O)(=O)c1cccc2cccnc12	-4	-2	5	-4	-6	-3	i	-1.0	-6
OCC1(Cc2ccccc2C(F)(F)F)CCN(Cc2ccc3c(c2)CCO3)CC1	-4	1	0	4	0	-1	i	0.4	1
Cc1cc(C(=O)NNC(=O)c2cccs2)c(C)o1	-10	-2	-10	-5	7	-12	i	1.2	1
O=Cc1c(NCc2ccc(Cl)cc2)c2ccccc2[nH]c1=O	12	1	2	9	3	-3	i	-0.2	1
C/C(=N\Nc1ccccc1)c1cccs1	0	-1	-1	15	-14	-4	i	-0.5	-1
COc1ccc(C2=NS(=O)(=O)N(C)C(C(=O)NCc3ccccc3)=C2)cc1OC	4	-4	3	7	3	0	i	2.1	-2
CC(C)CNC(=O)c1noc2c1CCCC2	-3	-1	1	-3	5	-1	i	0.7	3
CN(CCc1ccccn1)Cc1ccc(Cl)c(Cl)c1	0	1	2	-5	4	-1	i	-0.7	1
CCCCNC(=O)CCn1c(=O)c2cccn2c2ccc(F)cc21	2	-2	5	9	9	-2	i	0.6	1
c1ccc(-c2cc3c(ccc4nonc43)nn2)cc1	16	-2	-3	14	-2	-2	i	0.4	2
O=C(CN1CCCC1)NC(c1ccccc1)c1ccccc1	-5	-2	11	11	-1	-1	i	-1.4	2
COc1ccc2oc(=O)c(C(=O)NC3CCCCCC3)cc2c1	9	1	-3	2	-9	0	.	0.1	-3
CC(=O)c1ccc(NC(=O)[C@@H]2CCCN2C(=O)OC(C)(C)C)cc1	1	3	-1	21	9	-1	i	1.4	-3

Sorted by the number under E coli Lon inh (high to low): 3 from the list above
SMILES | MT1-MMP act inh | NRP1-CendR mod | SKN-1 block | E coli Lon inh | MsrA act | Neddyl block | MsrA inh | Rin1 Abl inh
CC(=O)c1ccc(NC(=O)[C@@H]2CCCN2C(=O)OC(C)(C)C)cc1 | 3 | -1 | 21 | 9 | -1 | i | 1.4 | -3
CN(CCc1ccccn1)Cc1ccc(Cl)c(Cl)c1 | 1 | 2 | -5 | 4 | -1 | i | -0.7 | 1
O=C(CN1CCCC1)NC(c1ccccc1)c1ccccc1 | -2 | 11 | 11 | -1 | -1 | i | -1.4 | 2

Carrying on:
molecule	FAS-TE inh	MT1-MMP act inh	NRP1-CendR mod	SKN-1 block	E coli Lon inh	MsrA act	Neddyl block	MsrA inh	Rin1 Abl inh
CCn1c(CCC(=O)Nc2nc3c(s2)CCCC3)nc2cc(S(=O)(=O)N(C)C)ccc21	7	-2	-5	54*	-4	-3	i	0.2	2
O=C(C(=O)N1CCN(c2ccccc2)CC1)c1cn(CC(=O)N2CCCCCC2)c2ccccc12	-2	-1	22	13	-1	-2	i	1.2	1
COc1ccc(CN(C)CC(=O)Nc2cc(OC)c([N+](=O)[O-])cc2C)c(OC)c1	19	0	-4	0	-17	5	i	1.9	-4
C=CCn1c(=NC(=O)c2ccc(S(=O)(=O)N3CCc4ccccc4C3)cc2)sc2cc(S(N)(=O)=O)ccc21	25	-3	-8	14	-9	-7	i	2.9	-8
C=CCCN(C(C(=O)OC)C(C)C)S(=O)(=O)c1ccccc1Br (stereo not drawn)	20	1	7	11	11	-1	i	-0.8	1
CCOC(=O)/C(=C/C=C1\Sc2ccccc2N1CC)C(C)=O	-47	-103	138	15	i	-4	i	.	-22
CCc1ccccc1NC(=O)CN(C)C(=O)c1cc(C2CC2)nc2c1cnn2C(C)C	-7	6	-2	15	7	-1	i	-0.3	-2
CCOC(=O)CC(=O)CSc1nc(N)c(C#N)c(-c2ccc(Cl)cc2)c1C#N	17	6	-5	5	-51	-3	i	0.6	-3
Cc1ccc(SCCNC(=O)c2ccccc2)cc1	-1	2	6	-12	2	-2	i	-0.7	1
Cc1cccc(Sc2ccc([N+](=O)[O-])cc2[N+](=O)[O-])n1	14	-2	9	2	-6	-4	i	3.4	-2
COc1ccc(CN2CCN(C(=O)CCC(=O)Nc3nnc(C4CCCCC4)s3)CC2)cc1F	-6	1	12	-6	-9	-5	i	-0.6	5
Cc1ccc(OCCOc2ccc(Br)cc2/C=N\NC(N)=O)cc1	-6	-3	-7	1	-7	-2	i	0.0	-2
O=C(CCS(=O)(=O)c1ccc(F)cc1)Nc1nc(-c2ccncc2)cs1	-5	-4	16	9	4	-2	i	1.0	-2
COc1ccc(CC(=O)Nc2ccc(S(=O)(=O)Nc3nc(C)cc(C)n3)cc2)cc1	-7	-7	0	14	-7	-3	i	-1.4	2
O=C(Cn1[nH]c(=O)c2ccccc2c1=O)NCC1COc2ccccc2O1 (stereo not drawn)	-5	0	-4	5	-3	-1	i	0.9	3
Cc1ccc2nc(/C(C#N)=C\c3ccc(N4CCOCC4)o3)[nH]c2c1	-194	-102	133	24	i	-4	i	1.7	-25
CCN(CC)c1ccc(NC(=O)c2cccc(C)c2)cc1S(=O)(=O)Nc1ccccc1OC	25	6	-4	15	-2	-7	i	1.9	-4
CC1CN(C(=O)c2cc3c(=O)n4ccccc4nc3n2C)CC(C)O1 (stereo not drawn)	-7	1	8	-16	-5	-4	.	2.2	0
C=CCN(C(=O)CSC1=NC(=O)CN1C(C)=O)c1nc(C)c(-c2ccccc2)s1	-165	-12	2	0	-2	-8	i	0.2	1
O=C(Cn1ccc([N+](=O)[O-])n1)Nc1nccs1	-7	5	0	9	-3	-3	i	0.5	0
COc1ccc(OC)c(/C=N/NC(=O)c2cc[n+](Cc3ccccc3)cc2)c1	-9	-3	10	0	1	0	i	1.1	-2
O=C(CCCNC(=O)c1ccc(Cl)cc1)Nc1nccs1	-5	-2	-3	10	4	-2	i	1.5	-2
CCOc1ccc(NC(=O)NN2C(C)CCCC2C)cc1 (stereo not drawn)	-5	0	0	-8	-2	-4	i	0.1	3
CCOc1cc(/C=N/Nc2ccc(S(=O)(=O)Nc3ccccc3C(=O)O)cc2[N+](=O)[O-])cc(Cl)c1O	11	14	6	16	-5	-5	i	1.2	1
CCCCCC(=O)NNC(=O)Cc1ccc([N+](=O)[O-])cc1	16	1	12	2	-11	-2	i	0.5	-2
COc1ccccc1NS(=O)(=O)c1cccc(C(=O)OCc2nc3ccccc3s2)c1	27	-3	-12	5	-5	-9	i	0.1	-1
COc1ccc(C(=O)N/N=C/c2sc(=O)n(Cc3cccc(C(=O)O)c3)c2Cl)cc1	-3	-3	-46	1	-3	-3	i	9.0*	2

No enrichment for hits (roughly 4.2% active in at least one column).
